# KCNQ1 act – potentiators or activators of KCNQ1 channel, primary screen, cell-based, thallium flux, high-throughput | Potassium voltage-gated channel subfamily KQT member 1 (Homo sapiens), P51787 | CHO-K1 KCNQ1, thallium flux FluxOR fluorescence; active compounds read high | B-score at 10 µM | 0.35% of 310,000 active | AID 2648, 2010;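 active means fluorescence ratio B-score, a plate-corrected score, at least three library SD, with initial intensity B-score within 5 SD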
# Target sequence (P51787 whole entry, looked up): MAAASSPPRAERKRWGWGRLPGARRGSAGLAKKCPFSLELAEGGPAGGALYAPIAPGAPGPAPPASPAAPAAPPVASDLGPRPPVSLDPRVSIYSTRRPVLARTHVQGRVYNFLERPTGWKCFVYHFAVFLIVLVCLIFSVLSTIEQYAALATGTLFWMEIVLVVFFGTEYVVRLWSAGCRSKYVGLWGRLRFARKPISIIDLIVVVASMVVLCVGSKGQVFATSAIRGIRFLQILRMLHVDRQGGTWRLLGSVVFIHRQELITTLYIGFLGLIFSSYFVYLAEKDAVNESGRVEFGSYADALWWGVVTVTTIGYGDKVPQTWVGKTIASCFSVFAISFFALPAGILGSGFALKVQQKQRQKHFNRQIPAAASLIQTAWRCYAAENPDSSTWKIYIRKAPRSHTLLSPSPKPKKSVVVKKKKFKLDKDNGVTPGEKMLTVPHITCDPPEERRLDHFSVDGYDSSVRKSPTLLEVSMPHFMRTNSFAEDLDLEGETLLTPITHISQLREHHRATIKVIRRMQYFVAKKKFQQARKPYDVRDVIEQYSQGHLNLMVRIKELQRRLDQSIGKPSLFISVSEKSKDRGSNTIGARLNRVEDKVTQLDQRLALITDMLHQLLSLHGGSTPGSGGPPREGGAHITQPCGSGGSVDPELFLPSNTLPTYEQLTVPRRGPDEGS
#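 Medium – assay buffer, equal DMSO in all wells · Material – CHO-K1 cell line with stable KCNQ1 potassium channel expression · Signal – kinetic FluxOR thallium fluorescence, 10-s 1-Hz baseline, 110-s post-stimulus read · Compound – single concentration per compound, DMSO matched to controls · Schedule – 37 °C overnight plating, 90-min dark dye load, 20-min compound pretreatment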
# KCNK3 inh – human KCNK3 channel inhibitors, primary screen, CHO cells, FluxOR thallium flux, B-score; Potassium channel subfamily K member 3 (Homo sapiens), O14649; B-score at 10 µM; 0.84% of 340,000 active; AID 602410, 2012; FluxOR fluorescence; active compounds read low;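 active means B-score under library mean minus 4 SD, starting fluorescence ratio at most library mean plus 5 SD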;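 further: more negative B-score means stronger inhibition of thallium flux through KCNK3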
# KCNK9 block – KCNK9 potassium channel inhibitors, primary screen, HEK293 cells, thallium flux; B-score at 10 µM; Potassium channel subfamily K member 9 (Homo sapiens), Q9NPC2; FluxOR thallium flux fluorescence; active compounds read low; AID 488922, 2010; 1.2% of 310,000 active;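 active means ratio B-score over 3 SD below the library mean, with starting fluorescence within 5 SD of its mean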;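 further: negative B-score means less thallium flux so channel inhibition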
# Target sequence (Q9NPC2 whole entry, looked up): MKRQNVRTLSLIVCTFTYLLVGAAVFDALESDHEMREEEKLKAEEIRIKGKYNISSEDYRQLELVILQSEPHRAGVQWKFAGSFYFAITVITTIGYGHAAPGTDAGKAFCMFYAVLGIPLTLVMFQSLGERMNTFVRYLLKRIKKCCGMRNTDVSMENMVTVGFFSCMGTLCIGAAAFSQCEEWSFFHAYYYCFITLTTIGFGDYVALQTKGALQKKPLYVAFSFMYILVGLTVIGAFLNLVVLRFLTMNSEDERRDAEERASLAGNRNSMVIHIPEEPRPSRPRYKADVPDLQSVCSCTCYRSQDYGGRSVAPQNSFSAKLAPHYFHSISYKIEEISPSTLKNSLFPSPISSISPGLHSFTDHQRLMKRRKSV
# ANO1 block – TMEM16A chloride channel inhibitors, primary screen, cell-based, HTS; HEK293 TMEM16A/YFP iodide influx fluorescence, ionomycin; 1.2% of 310,000 active; Anoctamin-1 (Mus musculus), Q8BHY3; normalized B-score (activity score, 25-100; higher = stronger inhibition) at 10 µM;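 active means ratio plate-corrected score three or more library SD toward inhibition, starting fluorescence score within five deviations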;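 further: score derived from kinetic fluorescence span divided by baseline fluorescence per well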
# ANO1 activ – TMEM16A chloride channel activators or potentiators, primary screen, cell-based, HTS. Anoctamin-1 (Mus musculus), Q8BHY3. HEK293 TMEM16A/YFP-H148Q/I152L, iodide quench fluorescence; active compounds read low. B-score at 10 µM. 0.3% of 340,000 active. AID 623877, 2012;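 active means fluorescence-ratio B-score plate-corrected deviation score at least 3 library SD below zero, with starting fluorescence score within 5 deviations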;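 further: channel opened by trigger with iodide after compound preincubation; score built on the fluorescence ratio of max minus min over baseline; more negative score means more quench and so TMEM16A activation or potentiation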
# KCNQ1 inh – inhibitors of human KCNQ1 channel, primary screen, cell-based, thallium flux, high-throughput; Potassium voltage-gated channel subfamily KQT member 1 (Homo sapiens), P51787; CHO-K1 KCNQ1, FluxOR thallium flux fluorescence; active compounds read high; B-score at 10 µM; 1.3% of 310,000 active; AID 2642, 2010;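 active means compounds whose thallium flux B-score, printed positive for inhibition, exceeds three library SD while starting fluorescence stays within three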;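 further: channel opened by potassium depolarization with thallium stimulus after 20 min compound exposure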
# HDAC3 inhib – HDAC3 deacetylase inhibitors, primary screen, biochemical, fluorescence, cell-free homogeneous; Histone deacetylase 3 (Homo sapiens), O15379; recombinant HDAC3, fluorogenic peptide/trypsin coupled; inhibition, % at 8.3 µM; 0.15% of 320,000 active; in the data active means inhibition above about 26%, passing the limit was not always enough; inconclusive means no clear call, values can overlap the other calls
# TRPC4 act – activators of mouse TRPC4 channel, primary screen, Fluo4 calcium, HEK293 TRPC4beta/mu-opioid cells. Fluo4 calcium fluorescence; active compounds read high. AID 2237, 2010. Short transient receptor potential channel 4 (Mus musculus), Q9QUQ5. 0.49% of 310,000 active. B-score at 10 µM;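 active means B-score above 5 SD of library B-scores, and initial fluorescence ratio not above library mean plus 5 SD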;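 further: positive B-score marks a calcium rise read as TRPC4 activation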
#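 Incubation: 45 min room-temperature Fluo4 loading, 110 s read / System: HEK293 cells stably co-expressing mouse TRPC4beta and mu-opioid receptor / Signal: Fluo4 fluorescence, kinetic / Control set: buffer (low) and maximal DAMGO (high) / Measure: integrated baseline-normalised fluorescence ratio, converted to per-well B score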
# TRPC4 PAM – positive allosteric modulators of TRPC4, primary screen, cell-based, mouse TRPC4beta, HEK293 mu-opioid, Fluo-4 calcium. 0.42% of 310,000 active. B-score at 10 µM. Short transient receptor potential channel 4 (Mus musculus), Q9QUQ5. DAMGO EC20, Fluo-4 Ca2+ flux; active compounds read high. AID 2227, 2009;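 active means B-score of calcium response area above 5 SD of library B-scores, with initial fluorescence ratio within 5 SD of library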;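 further: B-score of integrated fluorescence ratio over time as area under calcium response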
# hERG rescue – hERG rescue from dofetilide block, primary screen, cell-based, CHO-hERG, FluxOR thallium flux, dofetilide IC70. dofetilide IC70 present. activation (rescue from dofetilide block), less the hit threshold, % at 10 µM. 0.51% of 310,000 active;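 active means activation above the mean of controls blocked by dofetilide plus 5 SD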;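 further: thallium influx through hERG after potassium depolarization seen as dye fluorescence rise; in these data hits start at about 4.7%; inactives centre near -7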
# Dyrk1A ADPGlo – rat Dyrk1A kinase inhibitors, primary screen, biochemical, single point, plate reader; Dual specificity tyrosine-phosphorylation-regulated kinase 1A (Rattus norvegicus), Q63470; ADP-Glo luminescence, NFATc1 peptide; inhibition, % at 12.5 µM; 0.43% of 310,000 active; in the data active means inhibition above about 50%;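 further: plate controls were vehicle with enzyme for no effect and no enzyme for full effect; many of its hits are not listed in these tables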
# The depositor's hits bear a star; i = inactive; u = inconclusive; x = no result given. Some of the compounds tested. The share of hits here may be higher or lower than overall.
SMILES,KCNQ1 act,KCNK3 inh,KCNK9 block,ANO1 block,ANO1 activ,KCNQ1 inh,HDAC3 inhib,TRPC4 act,TRPC4 PAM,hERG rescue,Dyrk1A ADPGlo
O=C(NCc1ccc(F)cc1)Nc1ccccc1,i,i,i,i,i,i,4,i,i,-5,4
NS(=O)(=O)c1cccc(NC(=O)COC(=O)/C=C/c2ccco2)c1,i,i,i,i,i,i,1,i,i,-7,4
CCNC(=O)CP(=O)(c1ccccc1)c1ccccc1,i,i,i,i,i,i,-2,i,i,-2,-5
O=C(CSc1n[nH]c(-c2ccco2)n1)Nc1ccc(F)cc1,i,i,i,i,i,i,0,i,i,-1,2
CC(C)CCN1CCN(Cc2cccc3cccnc23)CC1CCO (stereo not given),i,i,i,i,i,i,4,i,i,-4,-1
O=C(/C=C/c1ccc(Cl)cc1)c1ccc([N+](=O)[O-])o1,i,i,i,i,i,i,4,i,i,-16,-2
CCc1ccc(C2C(C#N)=C(N)N(N(C)C)C3=C2C(=O)CCC3)s1 (stereo not given),i,i,i,i,i,i,7,i,i,-9,x
O=C(CSc1ccc2nnc(-c3ccccn3)n2n1)Nc1ccc2c(c1)OCO2,i,i,i,i,i,i,7,i,i,-9,4
CC(=O)c1ccc(N2CCN(S(=O)(=O)c3cn(C)cn3)CC2)cc1,i,i,i,i,i,i,-5,i,i,-1,6
COc1ccccc1CNS(=O)(=O)c1cc2c3c(c1)CCC(=O)N3CCC2,i,i,i,i,i,i,0,i,i,-17,7
COc1ccccc1-n1cnnc1SCC(=O)Nc1cccc(S(=O)(=O)N2CCCCC2)c1,i,x,i,i,x,i,-2,i,i,-10,x
O=C(Nc1cccc(Cl)c1)Nc1nnc(CC2=CCCCC2)s1,i,i,i,i,i,i,-1,i,i,-5,-3
COc1cc(/C=C2\SC(=S)N(NS(=O)(=O)c3ccc(C)cc3)C2=O)cc(OC)c1OC,i,i,i,i,i,i,5,i,i,-13,-16
COc1cc(C(=O)NCC(=O)N/N=C(/C)c2cccs2)cc(OC)c1OC,i,i,i,i,i,i,3,i,i,-6,0
Cc1ccc(Nc2c(-c3ccccn3)nc3cccc(C)n23)cc1,i,i,i,i,i,i,6,i,i,-16,x
CCN1CCN(C(=O)c2cc(COc3ccc(C(C)=O)cc3OC)on2)CC1,i,i,i,i,i,i,u,i,i,-9,2
Cc1cccc(-c2noc(Cc3ccccc3)n2)c1,i,i,i,i,i,i,9,i,i,-5,7
O=C(Nc1ccc(OCC(=O)N2CCOCC2)cc1)Nc1cccc2ccccc12,i,i,i,i,i,i,-4,i,i,-13,-1
Cc1cc(SCC(=O)c2ccccc2)n2nc(C)nc2n1,i,i,i,i,i,i,6,i,i,-10,18
COc1ccc(C(=O)NCc2cccnc2)cc1OC,i,i,i,i,i,i,2,i,i,-11,0
Cc1ccc(C(=O)Nc2cc3ccccc3oc2=O)cc1,i,i,i,i,i,i,0,i,i,-3,2
Cc1ccc(N2N=C(C(=O)O)CCC2=O)cc1Cl,i,i,i,i,i,i,1,i,i,-8,0
COc1ccc(OC)c(N/C=C/C(=O)c2ccccc2)c1,i,i,i,i,i,i,-3,i,i,0,14
CCOC(=O)N1CCC(NC(=O)C2CCN(S(=O)(=O)c3cnc[nH]3)CC2)CC1,i,i,i,i,i,i,-2,i,i,-2,0
C[N+]1(CC(O)COc2ccccc2)CCN(C(=O)c2ccc([N+](=O)[O-])cc2)CC1 (stereo not given),i,i,i,i,i,i,1,i,i,-11,x
C/C(=N\NC(=O)c1ccc([N+](=O)[O-])cc1Cl)c1ccccc1,i,i,i,i,i,i,-4,i,i,-18,-2
N#Cc1c(N)sc(=S)c2c1CCCC2,i,i,i,i,i,i,-2,i,i,-7,20
CC(=O)Nc1ccc(NC(=O)c2c(C)nn(Cc3ccccc3Cl)c2C)cc1,i,i,i,i,i,i,4,i,i,-6,-2
CC(C)(C)OC(=O)NCCc1nnc(SCC(=O)c2ccc(Cl)cc2)o1,i,i,i,i,i,i,0,i,i,-7,-9
O=C(Nc1ccc(NC(=S)NC(=O)c2ccco2)cc1)c1ccccc1,i,i,i,i,i,i,1,i,i,-3,-3
CCN(CC)CCCNC(=S)N(Cc1cccnc1)Cc1cc2cc(C)ccc2[nH]c1=O,i,i,i,i,i,i,-11,i,i,-6,10
COc1ccc(CCNC(=O)c2cc(-c3cc(C)cc(C)c3O)n[nH]2)cc1OC,i,i,i,i,i,i,-1,i,i,-23,-1
CCOC(=O)C1(Cc2ccc(Cl)cc2)CCN(C(=O)c2cc(C)nc(C)n2)CC1,i,i,i,i,i,i,-2,i,i,0,2
CN1CCN(c2ccc([N+](=O)[O-])cc2S(=O)(=O)N2CCOCC2)CC1,i,i,i,i,i,i,-3,i,i,-8,-6
Cc1ccccc1NC(=O)N1CCCC(c2nc(-c3ccc(C(C)C)cc3)no2)C1 (stereo not given),i,i,i,i,i,i,-2,i,i,-12,0
Nc1ncc(Br)cc1S(=O)(=O)NCCC(=O)NCCc1ccccc1,i,i,i,i,i,i,7,i,i,-8,-8
Cc1cc(C)nc(N(C#N)CC(=O)N(c2ccccc2)C(C)C)n1,i,i,i,i,i,i,x,i,i,-3,-3
CCn1c(=O)cc(OCC(=O)NCCC(C)C)c2ccccc21,i,i,i,i,i,i,-3,i,i,-5,10
CC(O)CNCCOc1cccc(Oc2ccccc2)c1 (stereo not given),i,i,i,i,i,i,-8,i,i,-10,x
Cc1cccc(NC(=O)/C(=C\c2ccco2)NC(=O)c2cccs2)c1,i,i,i,i,i,i,2,i,i,-17,-3
COCCCn1c(=NC(=O)c2ccccc2)c(C#N)cc2c(=O)n3cccc(C)c3nc21,i,i,i,i,i,i,-55,i,i,-25,x
CCCC(=O)Nc1c(-c2cccc(OC)c2)c(=O)c2ccccc2n1C,i,i,i,i,i,i,2,i,i,-4,1
O=C(NCc1ccccn1)c1cc2n(n1)C(C(F)(F)F)CC(c1ccco1)N2 (stereo not given),i,i,i,i,i,i,-5,i,i,-8,-9
Cc1cc(C)n2c(SC/C(O)=C(\C#N)c3nc4ccccc4[nH]3)nnc2n1,i,i,i,i,i,i,-3,i,i,-7,4
CC1CCCN(CCOCCOc2ccc(Cl)cc2Br)C1 (stereo not given),i,i,i,i,i,i,5,i,i,-10,2
Cc1ccc(NC(=O)c2cc(C)nc3ccccc23)cc1,i,i,i,i,i,i,-6,i,i,-1,-7
COc1cc(C(=S)N2CCCC2)cc(Cl)c1OCC(=O)Nc1ccc(C)cc1C,i,i,i,i,i,i,-1,i,i,-9,0
O=C(NCc1cccnc1)C1CC(=O)N(c2ccc(F)cc2)C1 (stereo not given),i,i,i,i,i,i,3,i,i,-3,1
CC(=O)NS(=O)(=O)c1ccc(NC(=S)NC(=O)CC(C)C)cc1,i,i,i,i,i,i,-2,i,i,-4,-3
O=C(Nc1cccc(Cl)c1)c1cc(S(=O)(=O)N2CCCCC2)c[nH]1,i,i,i,i,i,i,15,i,i,-11,-2
COC(=O)c1ccccc1OC(=O)c1cccnc1,i,i,i,i,i,i,2,i,i,-11,2
O=C(O)c1ccc(CNCc2ccc(Cl)cc2)cc1,i,i,i,i,i,i,-4,i,i,-5,6

# Of the compounds above, these have an aryl methoxy group:
SMILES,KCNQ1 act,KCNK3 inh,KCNK9 block,ANO1 block,ANO1 activ,KCNQ1 inh,HDAC3 inhib,TRPC4 act,TRPC4 PAM,hERG rescue,Dyrk1A ADPGlo
COc1ccccc1CNS(=O)(=O)c1cc2c3c(c1)CCC(=O)N3CCC2,i,i,i,i,i,i,0,i,i,-17,7
COc1ccccc1-n1cnnc1SCC(=O)Nc1cccc(S(=O)(=O)N2CCCCC2)c1,i,x,i,i,x,i,-2,i,i,-10,x
COc1cc(/C=C2\SC(=S)N(NS(=O)(=O)c3ccc(C)cc3)C2=O)cc(OC)c1OC,i,i,i,i,i,i,5,i,i,-13,-16
COc1cc(C(=O)NCC(=O)N/N=C(/C)c2cccs2)cc(OC)c1OC,i,i,i,i,i,i,3,i,i,-6,0
CCN1CCN(C(=O)c2cc(COc3ccc(C(C)=O)cc3OC)on2)CC1,i,i,i,i,i,i,u,i,i,-9,2
COc1ccc(C(=O)NCc2cccnc2)cc1OC,i,i,i,i,i,i,2,i,i,-11,0
COc1ccc(OC)c(N/C=C/C(=O)c2ccccc2)c1,i,i,i,i,i,i,-3,i,i,0,14
COc1ccc(CCNC(=O)c2cc(-c3cc(C)cc(C)c3O)n[nH]2)cc1OC,i,i,i,i,i,i,-1,i,i,-23,-1
CCCC(=O)Nc1c(-c2cccc(OC)c2)c(=O)c2ccccc2n1C,i,i,i,i,i,i,2,i,i,-4,1
COc1cc(C(=S)N2CCCC2)cc(Cl)c1OCC(=O)Nc1ccc(C)cc1C,i,i,i,i,i,i,-1,i,i,-9,0

# Compound activity: PubChem, several laboratories
